Phagocyt inh: blocks phagocytosis by macrophages; actives 0.07% (n = 110,000); J774A.1 macrophage IgG-bead phagocytosis, imaging; inhibition, % at 5 µM; AID 1029;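 active means inhibition above the mean of the plate negative controls plus 5 SD, cut at about 13% in these data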;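 further: phagocytic index as fraction of beads internalized from green versus red external bead signal; plate controls were DMSO negative control for no effect and cytochalasin-D positive control for full effect; some results beyond the cut were filed as inactive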
MRP1 act: activators of MRP-1. H69AR cells + doxorubicin, viability rescue, CellTiter-Glo. actives 0.61% (n = 140,000). viability increase, % at 10 µM;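 active means viability gain under doxorubicin at or above a set limit, the compound median plus 3 SD, cut at about 4.7% in these data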;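 further: MRP-1 overexpressing cells given doxorubicin 25 µM after compound pretreatment; 18-22 h compound pretreatment then 72 h with doxorubicin before readout; 0% = doxorubicin-only wells and 100% = vehicle-treated cells without doxorubicin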
NPY Y2 blocker: NPY-Y2 (human) receptor antagonism. inhibition, % at 2.7 µM. actives 0.99% (n = 140,000). NPY-Y2 expressing cells, antagonist mode. AID 793; in the data active means inhibition above about 17%;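 further: 0% = vehicle with agonist challenge and 100% = reference antagonist with challenge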
Target sequence (P49146 whole entry, looked up): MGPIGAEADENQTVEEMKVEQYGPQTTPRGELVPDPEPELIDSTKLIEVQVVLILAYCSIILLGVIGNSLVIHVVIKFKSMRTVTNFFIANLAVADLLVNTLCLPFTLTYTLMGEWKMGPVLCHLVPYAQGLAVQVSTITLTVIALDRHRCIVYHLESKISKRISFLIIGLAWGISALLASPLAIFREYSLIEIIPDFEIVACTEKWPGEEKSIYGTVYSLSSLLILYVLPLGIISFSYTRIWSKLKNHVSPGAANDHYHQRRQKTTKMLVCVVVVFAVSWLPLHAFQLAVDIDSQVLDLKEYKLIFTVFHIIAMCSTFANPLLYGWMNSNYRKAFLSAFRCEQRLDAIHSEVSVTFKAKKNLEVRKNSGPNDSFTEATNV
bCat KO growth: beta-catenin-lacking colon tumor cell growth suppression | HCT116 beta-catenin knockout viability, CellTiter-Glo, 60 h; stronger effect = lower value | viability, % at 10 µM | actives 1.5% (n = 140,000) | AID 818;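 active means viability at or under a set limit, the compound median less 4 SD, cut at about 6% in these data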;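 further: 0% = Hyamine 1622 control at 20 µM and 100% = untreated cell control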
E-sel TNF inh: blocks E-selectin expression induced by TNF alpha | actives 0.71% (n = 120,000) | HUVEC TNFa-induced E-selectin immunofluorescence, high content | inhibition, % at 2 µM;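 active means inhibition above the batch mean plus 3 SD, and confirmed as a hit on visual image review, cut at about 43% in these data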;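 further: 0% = TNF-stimulated DMSO wells and 100% = unstimulated control wells; not every result past the cut was called active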
GALR2 blocker: blocks the human galanin receptor 2 | O43603 | GALR2-expressing cells, antagonist mode | inhibition, % at 4 µM | actives 0.39% (n = 140,000) | AID 828; in the data active means inhibition above about 27%;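 further: cells stimulated with galanin 1-16 at roughly its EC80; 0% = agonist challenge control and 100% = basal control without agonist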
Target sequence (O43603 whole entry, looked up): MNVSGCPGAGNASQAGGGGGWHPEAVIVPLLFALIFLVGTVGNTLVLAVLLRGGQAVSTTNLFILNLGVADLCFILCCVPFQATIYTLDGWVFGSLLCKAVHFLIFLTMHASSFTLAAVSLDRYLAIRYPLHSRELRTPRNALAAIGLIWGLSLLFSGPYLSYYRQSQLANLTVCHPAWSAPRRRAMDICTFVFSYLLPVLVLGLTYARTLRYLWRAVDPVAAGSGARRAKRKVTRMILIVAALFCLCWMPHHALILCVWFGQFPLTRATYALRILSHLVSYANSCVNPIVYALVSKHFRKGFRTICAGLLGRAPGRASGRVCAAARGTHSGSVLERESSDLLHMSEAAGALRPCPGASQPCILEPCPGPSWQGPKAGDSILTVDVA
Yeast lifespan up: extends the lifespan of yeast; S. cerevisiae growth with nicotinamide, OD615; deaD strain in restrictive glucose medium; inhibition of the nicotinamide effect, % at 10 µM; actives 0.68% (n = 130,000); AID 775;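 active means inhibition above a set limit, placed 3 SD over the median of all compounds, cut at about 26% in these data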;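 further: 0% = nicotinamide-treated wells and 100% = cells grown without nicotinamide; some compounds called inactive have numbers as strong as hits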
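assay system = DeaD-strain S. cerevisiae | measured by = absorbance at 615 nm | probe or stimulus = nicotinamide 1.5 mM | buffer or medium = CSMM-D glucose medium, restrictive | times = 48 h at 30 °C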
Yeast growth inh: yeast BB579 growth reduction in restrictive medium. AID 804. actives 0.51% (n = 140,000). inhibition, % at 10 µM. S. cerevisiae BB579 growth, OD615, 48 h;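 active means inhibition above a set limit, 3 SD over the mean compound inhibition, cut at about 44% in these data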; further: inactives centre near -24
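Detection: OD615 turbidity measurement; Material: Saccharomyces cerevisiae DeaD strain BB579, replicative lifespan model yeast; Timing: 48 h exposure, 30 °C; Doses: single 10 µM dose; Medium: CSMM-D restrictive synthetic medium containing dextrose (glucose); Controls: amphotericin B at 10 µg/mL as positive control.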
HCT116 PTEN-null: growth suppressors of cells with PTEN tumor suppressor deletion. actives 1.2% (n = 140,000). HCT116 PTEN-null viability, CellTiter-Glo, 60 h; stronger effect = lower value. viability, % at 10 µM;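 active means viability at or below a set limit, 4 SD under the median of all tested compounds, cut at about 3.7% in these data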;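 further: PTEN knockout HCT116 line with beta catenin targeted HCT116 as companion control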
Measles CPE: protection of cells from measles virus; Measles virus-infected cells, CPE protection, absorbance; protection (pct of control), % at 4 µM; actives 1.5% (n = 140,000); in the data active means protection mostly above about 24%, no sharp cut-off; inactive means mostly below about 26%; further: some compounds called inactive have numbers as strong as hits
Active calls of the source: *; x = no result given.

mol	Phagocyt inh	MRP1 act	NPY Y2 blocker	bCat KO growth	E-sel TNF inh	GALR2 blocker	Yeast lifespan up	Yeast growth inh	HCT116 PTEN-null	Measles CPE
COc1cc(C(C(=O)NC(C)(C)C)N(C(=O)CNC(=O)c2cccs2)c2ccc(C(C)C)cc2)cc(OC)c1OC (stereo not given)	x	-1.6	4.7	67.3	-3.8	-10.1	-3.3	-31.5	66.4	9.1
Cc1cccc(C2CC(c3ccccc3)Nc3nc(N)nn32)c1 (stereo not given)	-0.1	-0.4	2.5	92.3	x	13.3	-4.6	-56.1	88.0	9.5
COc1ccc(-c2cc(C(F)(F)F)nc(SCC(=O)Nc3sc4c(c3C#N)CCC4)n2)cc1	-0.8	1.7	2.7	65.2	x	-9.4	6.4	-37.4	72.2	13.9
O=C(COc1ccccc1Cl)Nc1ccc2c(c1)OCCO2	-1.2	-2.1	7.1	76.8	-15.1	2.2	-17.5	-24.2	66.6	11.2
Cc1oc(-c2cccc(Cl)c2)nc1CN1CCCC(C(=O)NCc2ccco2)C1 (stereo not given)	x	-2.2	10.4	66.1	x	4.9	1.3	-40.7	82.3	5.0
O=C(CS(=O)(=O)Cc1ccccc1)Nc1ccc(Cl)cn1	x	-0.7	-0.7	89.6	6.6	2.1	x	-0.1	102.0	8.3
CC(=O)c1sc(N)c(C(=O)OC(C)C)c1C	-4.0	-0.8	-1.6	97.1	6.0	2.8	-27.9	-43.9	84.3	6.1
Cc1ccc(S(=O)(=O)N2CCN(CC(=O)N/N=C\c3ccc(Cl)c([N+](=O)[O-])c3)CC2)cc1	-18.8	-6.0	-3.4	13.6	x	-12.3	6.2	-11.3	32.5	10.8
Cc1nc2ccc(S(=O)(=O)NCC(=O)N3CCN(c4ccccn4)CC3)cc2s1	-0.1	-2.9	0.0	92.1	x	-5.2	0.0	6.6	88.5	7.6
Clc1ccc(-c2nnc(CSc3nnc(-c4cccs4)o3)o2)cc1	-0.8	-1.1	9.3	93.8	1.5	8.2	5.6	-1.4	97.4	3.6
Cc1c(N(C)C)nc2ccccc2c1N	0.2	-1.1	3.2	105.2	-14.4	-8.1	10.1	-48.3	105.9	17.3
Cc1ccc(C(C(=O)NC2CCCCC2)N2CCC3(CC2)OCCO3)cc1 (stereo not given)	-0.5	-2.9	-2.1	94.0	-1.0	-3.7	-0.4	-21.2	85.1	8.8
Cc1ccc(C)c(CSc2ncccc2C(=O)O)c1	3.7	-1.9	6.6	94.2	3.6	0.6	8.2	-14.8	98.3	1.2
Cc1ccc(S(=O)(=O)N2CCC(C(=O)NCC3CCCO3)CC2)cc1 (stereo not given)	-2.0	-0.7	2.5	87.3	11.2	-4.0	-3.8	-37.9	93.0	15.7
Cc1ccccc1NC(=O)N(C(C)C)C(C)C	-2.0	-1.8	2.5	93.5	8.3	-14.2	-5.9	-29.0	90.3	3.0
O=C(C1CC1)N1CCN=C1SCc1ccc(Cl)cc1	-3.2	4.8*	-0.2	104.0	x	3.4	-7.9	-22.4	98.2	3.8
CCNC(=O)CN(C1CCCCC1)S(C)(=O)=O	-0.1	-2.0	0.2	93.2	-18.8	10.0	2.3	-20.8	103.3	15.6
O=C(c1ccc(Cl)cc1)c1cnc2ccccn12	-1.3	-0.3	1.2	96.6	4.8	6.9	-19.4	-31.6	86.6	9.1
CC(SC1=NCCS1)C(=O)Nc1nnc(-c2ccc(Cl)cc2)s1 (stereo not given)	-0.1	2.7	4.5	56.0	-2.5	0.8	-6.8	-1.1	63.5	13.5
COC(=O)CCn1[nH]c(=O)c2ccccc2c1=O	-2.5	-2.1	1.2	97.6	56.5	-2.1	3.7	-33.6	101.9	2.1
CCOC(=O)C1CCCN(C(=O)c2cncc(Br)c2)C1 (stereo not given)	-3.1	-1.7	0.9	95.8	x	-25.3	1.7	-27.9	103.3	15.7
COc1ccccc1NC(=S)N1CCN(C(=O)c2ccco2)CC1	1.1	-1.8	1.6	104.6	0.1	4.4	-20.4	-27.2	105.2	11.1
CCOC(=O)c1coc(CNC(=O)c2c(C)oc3c2CCCC3)c1	0.0	-1.7	1.4	98.9	x	-6.3	-20.7	-12.6	86.9	10.4
CS(=O)(=O)N(Cc1ccccc1)c1ccc(C(=O)N2CCN(c3cccc(Cl)c3)CC2)cc1	-1.8	-5.0	7.5	14.1	6.3	-2.2	1.8	-36.7	16.9	5.8
O=C(CSc1nc(-c2ccccc2)c(-c2ccccc2)[nH]1)NCc1ccco1	-0.3	-2.8	6.0	41.7	3.6	-5.0	-2.3	28.8	34.8	8.2
Brc1ccc(NCc2cccc3ccccc23)nc1	x	-2.1	4.7	82.7	10.4	4.6	-8.8	-28.6	82.4	2.8
Cc1ccc(-c2onc3ccc(C4(C)OCCO4)cc23)cc1	0.5	0.7	0.3	94.7	x	-1.6	-4.8	-65.4	102.2	18.0
O=C(c1cc2c(s1)CCC2)N1C(=O)c2ccccc2S1(=O)=O	-1.0	-1.2	2.7	91.7	8.8	5.2	-4.6	11.0	100.5	3.3
COCCNC(=O)c1ccccc1NS(=O)(=O)c1ccc(Br)s1	-0.1	-2.0	4.5	90.7	23.0	-8.0	-1.7	-45.6	79.6	14.2
O=c1c2ccccc2nc(/C=C/c2ccc([N+](=O)[O-])cc2)n1CCCO	-1.7	-4.3	2.1	55.5	-9.9	3.5	1.1	-37.5	55.6	7.6
O=C(c1ccco1)N1CCN(CC(O)COc2ccc3oc4ccccc4c3c2)CC1 (stereo not given)	0.5	0.1	1.9	91.2	x	-0.8	-6.2	-46.5	89.9	7.4
O=c1[nH]c2sc3c(c2c(=O)n1Cc1ccccc1)CCC3	0.3	-3.1	9.6	106.9	x	-6.1	-9.0	-9.8	92.0	7.0
O=C(O)CCNc1nc(-c2ccccc2)nc2ccccc12	0.8	-2.1	1.3	97.9	-20.0	-1.6	-9.6	-33.7	98.8	13.5
C=C(C)C1Cc2cc3ccc(=O)oc3cc2O1 (stereo not given)	-9.0	-0.7	-0.3	96.8	x	-6.7	-5.7	3.4	94.2	19.9
COc1ccc(CCNC(=O)CNS(=O)(=O)c2ccc(Br)s2)cc1OC	x	-2.3	10.5	92.8	x	-3.0	-10.4	-14.0	93.7	18.2
Cc1ccccc1NC(=S)N1CCN(Cc2ccc3c(c2)OCO3)CC1	-11.6	3.1	3.3	82.6	1.0	-1.0	1.0	-9.8	86.3	17.8
Cc1cc(C)c(S(=O)(=O)c2ccccc2)c(Cl)n1	-0.4	-0.6	0.3	113.5	-44.1	1.6	-11.0	-9.5	95.0	11.2
Cc1cc(C)nc(NCC(O)CNc2ccccc2C)n1 (stereo not given)	-0.2	-1.3	6.4	98.2	2.3	9.2	-6.3	-27.9	94.9	1.1
Nc1nnc(CC(=O)N/N=C/c2cccc([N+](=O)[O-])c2)s1	x	-2.3	8.9	96.2	15.0	-3.6	-10.0	4.8	96.1	25.5
Cc1ccc(S(=O)(=O)N(C)CC(=O)N2CCOCC2)cc1	-1.4	0.8	0.3	104.8	-7.2	0.0	-6.7	-30.7	91.9	2.6
Cc1sc(-n2c(C)ccc2C)c(C#N)c1C	0.0	-0.9	0.1	93.8	x	-18.2	-11.1	-49.2	98.5	4.2
O=C(Cn1ccc([N+](=O)[O-])n1)N1CCCc2ccccc21	0.3	-1.1	3.6	101.3	-16.2	1.4	-7.2	0.7	95.6	11.7
CCCC1CCC(=NNS(=O)(=O)c2ccc(C)c([N+](=O)[O-])c2)CC1 (stereo not given)	-7.5	3.8	2.4	94.7	x	-4.5	3.4	-19.9	98.4	7.3
CCn1c(CNC(=O)c2ccc(OC)c(OC)c2)nnc1SCC(=O)c1ccc(OC)cc1	-1.4	-0.7	1.4	95.9	8.9	-7.9	-1.1	-2.2	102.8	3.0
O=C(COC(=O)Cn1cnc2ccccc21)Nc1ccc2c(c1)OCCO2	-0.5	-2.7	-0.5	83.1	4.5	-0.1	-7.7	-3.6	93.7	20.7
COc1ccc(-c2oc3ncnc(N)c3c2-c2ccccc2)cc1	1.0	-1.0	8.5	96.2	20.2	-3.3	-5.4	-3.5	x	4.1
COCCCNC(=O)c1ccc(Cn2c(=O)c3ccccc3n(Cc3ccccc3C)c2=O)cc1	-1.0	-1.8	-2.1	96.5	-7.0	-8.3	-3.5	-64.6	84.3	14.9
C/C(CCc1oc2ccc(Cl)cc2c1-c1ccc(C)o1)=N\O	x	3.8	0.1	89.3	-26.8	-1.2	x	-27.6	89.7	11.7
Cc1ccccc1NC(=O)CSc1nnc(Cc2ccccc2)o1	x	-1.4	-0.2	81.3	-6.2	12.3	x	-38.0	92.1	37.2
Cc1cccc(NC(=O)c2sc(-c3ccccc3)nc2-c2ccc([N+](=O)[O-])cc2)c1	-9.4	0.9	2.6	80.5	x	-1.8	4.9	-36.3	73.5	8.9
Cc1cccc(C(=O)NCCc2ccc(S(N)(=O)=O)cc2)c1[N+](=O)[O-]	-5.9	-0.8	1.9	95.3	x	-0.2	-2.3	-24.1	105.5	5.0
CCOC(=O)C(NC(=O)OC(C)C)(Nc1nccs1)C(F)(F)F (stereo not given)	-2.0	0.6	2.1	95.8	17.3	1.3	-11.0	-9.8	99.8	5.6
CCOC(=O)CSC1=Nc2ccccc2C2=NC(CC(=O)NCc3ccc(OC)cc3)C(=O)N12 (stereo not given)	x	-2.0	1.2	95.0	9.5	-10.3	-3.7	-3.9	101.2	7.9
O=C(CSc1ncn[nH]1)NCc1ccccc1	x	-1.4	0.0	88.9	14.9	7.3	-6.8	-28.2	104.8	17.7
C=CCSc1nnc2c(n1)OC(c1cccnc1)N(C(C)=O)c1ccccc1-2 (stereo not given)	-3.1	-2.9	-0.7	79.6	-27.5	2.2	-4.4	17.7	85.9	4.6
Cc1ccc(S(=O)(=O)Nc2ccc(N=Nc3ccc(O)cc3)cc2)cc1	-5.5	-2.0	7.3	89.3	x	4.8	-5.1	-16.9	95.1	3.8
Cc1cc(NCc2ccccc2)nc(-c2ccccc2O)n1	1.4	-1.2	1.2	22.6	x	7.7	-19.9	-38.7	27.4	4.1
COc1ccc(/C=N/Nc2nc(-c3cccc(S(=O)(=O)N4CCCC4)c3)cs2)cc1OC	0.4	2.5	-0.4	55.3	10.1	5.8	-1.6	-29.0	52.2	5.3
O=C(CSC1=NCCS1)N1CCCCCC1	-1.0	-0.7	5.0	88.3	-23.5	1.8	-6.6	-17.5	100.5	5.8

High-throughput results as filed in PubChem.
